FEN1 inh: qHTS Assay for the Inhibitors of Human Flap endonuclease 1 (FEN1); Potency, µM (top dose mostly 114 µM), for inactives: top-dose activity change, negative = inhibition, hits mostly inhibitors; 390,000 compounds, 0.35% hits; P39748; Recombinant FEN1 flap cleavage, fluorescence, 15 min; AID 588795, 2011; note: nearly all actives have a fitted effect of over 65% in size
Target sequence (P39748 whole entry, looked up): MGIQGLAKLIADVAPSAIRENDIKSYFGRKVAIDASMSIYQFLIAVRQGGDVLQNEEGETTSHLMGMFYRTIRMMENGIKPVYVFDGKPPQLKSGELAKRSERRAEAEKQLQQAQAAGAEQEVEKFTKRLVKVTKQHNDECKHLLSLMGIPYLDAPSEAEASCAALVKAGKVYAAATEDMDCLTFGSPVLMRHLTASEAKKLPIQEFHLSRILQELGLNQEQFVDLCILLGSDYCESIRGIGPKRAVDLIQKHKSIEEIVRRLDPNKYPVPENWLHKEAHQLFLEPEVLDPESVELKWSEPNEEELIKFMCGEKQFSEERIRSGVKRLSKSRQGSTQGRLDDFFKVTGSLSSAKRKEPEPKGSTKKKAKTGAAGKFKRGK
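Compounds are tested as a concentration series against 10 nM FEN1; after a 15 min room-temperature preincubation, 50 nM substrate starts cleavage, with plate reads at 0 and 15 min. Normalized responses are fitted by a Hill equation.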
KAT2A inh: qHTS Assay for Inhibitors of GCN5L2; GCN5L2 HAT assay, ThioGlo1 CoA-SH fluorescence; 390,000 compounds, 0.21% hits; Histone acetyltransferase KAT2A (Homo sapiens), Q92830; AID 504327, 2011; Potency, µM (top dose mostly 58.9 µM), inactives show at the highest dose activity change, negative = inhibition, most hits filed as inhibitors
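GCN5L2 (20 nM) in 50mM HEPES pH 7.5, 0.1mM EDTA, 0.01% Tween-20 preincubated 15 min with compounds at room temperature. Reaction started with H3(1-25) 75uM, acetyl-CoA 70uM, ThioGlo1 50uM; CoA-thiol fluorescence (Ex340/Em540) read at 0 and 20 min.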
N370S GC mod: qHTS Assay for Inhibitors and Activators of N370S glucocerebrosidase as a Potential Chaperone Treatment of Gaucher Disease; 330,000 compounds, 0.092% hits; N370S GC spleen homogenate, 4MU-glucoside fluorescence; Lysosomal acid glucosylceramidase (Homo sapiens), P04062; AID 2101, 2009; Potency, µM (top dose mostly 59.4 µM), without a hit: at the highest dose activity change, negative = inhibition, most hits filed as inhibitors;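 note: 0% = full enzyme activity and -100% = no enzyme basal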
* hit, by the source's call; ? = inconclusive; nt = not tested or not shown; & = joins results of further samples; [ ] = another dose, or the depositor's remark. Calls come from the whole dose curve; as a rule, active = well fitted curve in the direction sought with a large enough effect; inconclusive = small, poorly fitted or top-dose-only effect, or another doubt; inactive = no such curve, though single readings can be large; an effect the other way counts as inactive or inconclusive. Unless noted, % is set by controls: 0 for no effect and ±100 for the full control effect; potency is the fitted concentration of half-maximal effect. A portion of the library (hit frequency here may not be typical).

SMILES	FEN1 inh	KAT2A inh	N370S GC mod
O=C(NN/C(=N/S(=O)(=O)c1ccc(Cl)cc1)c1ccccc1)c1cccc(Cl)c1	-1%	0%	4%
COc1ccc(NC(=O)CN(C)C(=O)/C=C/c2cn(-c3ccccc3)nc2-c2ccc(C)cc2)cc1	-13%	-13%	-2%
CCC(Cc1ccccc1)NC(=O)C1CC1 (stereo not given)	-15%	-3%	1%
O=C(CSc1ccc2nnc(CCNC(=O)c3ccccc3)n2n1)NCc1ccc(F)cc1	-2%	-3%	2%
CCOc1ccc(CN(C)CC(=O)NCc2ccc(F)cc2)cc1	-4%	-1%	-11%
COc1cc(C(=O)NCCCN(C)C)ccc1OCC(=O)Nc1cccc(C(F)(F)F)c1	-16%	-1%	-5%
CCn1c(C)[n+](CC(O)COCC2CC=CCC2)c2ccccc21 (stereo not given)	-2%	-12%	-22%
COc1ccc(Nc2nc(N)nc(CSC(=S)N3CCCCC3C)n2)cc1 (stereo not given)	-16%	-8%	-4%
COc1ccccc1C(=O)N(CN1CCCC1=O)c1cccc(Cl)c1	-6%	0%	-1%
O=C(c1[nH]ncc1-c1ccccc1)C1CO1 (stereo not given)	7%	-10%	-7%
CCn1c(C(=O)N2CCC(Cc3ccccc3)CC2)cc2sccc21	-1%	-10%	2%
CCOc1ccc(N2CC(C(=O)N3CCCc4ccccc43)CC2=O)cc1 (stereo not given)	11%	0%	3%
CC(C)(C)C(=O)N1CCN(c2ccc([N+](=O)[O-])c(-n3nc(-c4ccccc4)c4ccccc4c3=O)c2)CC1	2%	-1%	-4%
Cc1sc2c(c1C)c(=O)n(-c1ccc(Cl)cc1)c(=O)n2Cc1c(F)cccc1Cl	-4%	-1%	nt
O=Cc1ccc(Cl)cc1	-13%	nt	?
O=C(COC(=O)c1ccccc1)Nc1ccc2[nH]c(=O)[nH]c2c1	-5%	-1%	-10%
CN(CC(=O)NCCc1ccc(S(N)(=O)=O)cc1)Cc1c(F)cccc1Cl	3%	-3%	-6%
Cc1cc(C)nc(NS(=O)(=O)c2ccc(NC(=S)NC(=O)c3cccnc3)cc2)n1	3%	-7%	4%
Cc1cccc(-n2c(SCC(=O)N3CCC(C(=O)O)CC3)nc3ccccc3c2=O)c1C	10%	-4%	-13%
S=c1[nH]nc(-c2cccnc2)n1-c1ccccc1	-14%	-2%	1%
COc1ccc(/C=C2\SC(N3CCCCC3)=NC2=O)cc1	14%	-24%	-7%
O=C(CSc1nc(-c2ccc(F)cc2)cc(C(F)(F)F)n1)NCc1ccccc1	20%	-2%	nt
CC(NC(=O)CSc1nc(C2CC2)n(-c2ccccc2)n1)c1ccco1 (stereo not given)	2%	-4%	nt
Cc1cccc(-c2nc3c4ccccc4nc(NCc4ccccc4Cl)n3n2)c1	15%	0%	nt
COc1cc(C(=O)N/N=C2\CCS(=O)(=O)c3ccc(F)cc32)cc(OC)c1OC	9%	0%	8%
NC(=O)C1CCN(c2csc3ccc(F)cc3c2=O)CC1	23%	-2%	nt
COc1cccc(-c2cc(C(F)(F)F)n3ncc(S(=O)(=O)c4ccccc4)c3n2)c1	-15%	28%	8%
Cc1ccc(-c2cc(C(=O)N/N=C/c3ccco3)n[nH]2)s1	-6%	-6%	1%
COc1ccc(CN2CCN(C(=O)c3cc(OC)c(OC)c(OC)c3)CC2)cc1OC	-9%	-1%	3%
CC(=O)C(Sc1ncnc2sc3c(c12)CCCC3)C(C)=O	-2%	-9%	6%
Cc1ccccc1NC(=S)NNC(=O)c1cccnc1	8%	-2%	4%
O=c1[nH][nH]c(-c2ccccc2)c1C=Nc1ccccc1	-5%	-6%	4%
Cc1cc(C)c2oc(C(=O)Nc3c(C(=O)c4ccccc4)oc4ccccc34)cc(=O)c2c1	3%	-8%	nt
CC(=O)Nc1ccc(SCC(Cc2ccccc2)N2CCN(CC(C)C)CCC2=O)cc1 (stereo not given)	-3%	nt	-17%
CCOC(=O)Cn1c(=O)oc2cc(S(=O)(=O)N3CCN(c4cccc(C)c4)C(C)C3)ccc21 (stereo not given)	-10%	-11%	nt
CCOC(=O)C1=C(C)N(C)C(=O)NC1c1ccc(C)s1 (stereo not given)	-5%	2%	7%
O=c1cc(CSc2nnc(COc3ccccc3Cl)o2)nc2sccn12	-1%	-3%	8%
CCOP(=O)(c1ccccc1)C(O)c1ccccc1 (stereo not given)	9%	4%	0%
CCc1ccc(N2C(=O)c3ccc4c5c(ccc(c35)C2=O)CC4)cc1	3%	-13%	6%
O=C(Nc1c2c(nc3ccccc13)CCCC2)c1cccc([N+](=O)[O-])c1	-6%	-8%	-7%
Cc1cccc(C)c1NC(=O)CNC(=O)C(C)NC(C)c1ccccc1Br (stereo not given)	4%	-6%	nt
COc1cc(NC(=O)Cn2cnc3c(NCc4ccccc4)ncnc32)cc(OC)c1OC	1%	-4%	nt
CCC(CC)C(=O)Nc1cc(C(=O)OC)cc(C(=O)OC)c1	-7%	0%	10%
CC(C)c1ccc(-c2csc(NC(=O)c3cccs3)c2C(=O)O)cc1	-27%	-10%	-7%
Cc1noc(C)c1CSCC(=O)NCCN1C(=O)S/C(=C\c2ccccc2F)C1=O	-9%	0%	-13%
Cc1cc(-c2ccc(C)c(S(=O)(=O)NC3CCCCC3)c2)on1	-5%	2%	nt
O=C(CSc1n[nH]c(-c2cc(Cl)ccc2Cl)n1)NCCN1C(=O)CSC1=O	-1%	-1%	8%
CC(NC(=O)COC(=O)/C=C/c1ccc(Cl)cc1)c1ccccc1 (stereo not given)	-3%	1%	1%
Nc1nc2c(-c3ccc(Br)cc3)nnn2c2ccccc12	-13%	-4%	?
COc1ccc(CCNC(=O)CC2Nc3ccccc3NC2=O)cc1 (stereo not given)	-14%	-7%	3%

Continued.
SMILES	FEN1 inh	KAT2A inh	N370S GC mod
CCC1(C)Cc2c(sc3c2c(=O)n(C)c2nnc(SCCc4ccccc4)n32)CO1 (stereo not given)	8%	-4%	6%
COc1ccc(Nc2ccc([N+](=O)[O-])cc2[N+](=O)[O-])cc1	-4%	-25%	8%
Cc1noc(/C=C/c2ccco2)c1S(=O)(=O)N1CCC(C(=O)NCc2ccco2)CC1	-9%	3%	-26%
CC(=O)NCCC(=O)Nc1ccc(C(N)=O)cc1	7%	-3%	-18%
NNC(=O)Cn1c(SCc2ccccc2)nc2ccccc21	-6%&6%	0%	-1%
CCOC(=O)Cn1c(=O)c2c(nc3n2CCCCN3c2ccc(C)cc2)n(C)c1=O	-10%	-8%	4%
S=C(NC1CCCCC1)N1CCN(C/C=C/c2ccccc2)CC1	-17%	0%	-28%
COC(=O)CCc1c(C)c(C#N)c2nc3ccccc3n2c1N1CCCC1	-12%	-8%	6%
CCCCn1c(CCNC(=O)CC)nc2ccccc21	-7%	1%	6%
CC(=O)Nc1ccc([C@H]2[C@H](C)CC[C@H]3C(=O)N4[C@@H](CC[C@@H](C)[C@@H]4c4ccc(NC(C)=O)cc4)C(=O)N32)cc1	nt	0%	10%
O=C(NC(=S)Nc1ccc(CN2CCCCC2)cc1)c1cc2ccccc2o1	-3%	-4%	2%
CC(Sc1nnnn1C1CCCC1)C(=O)Nc1cccc(S(=O)(=O)N2CCOCC2)c1 (stereo not given)	1%	1%	nt
Cc1nnc2sc(-c3cccc(F)c3)nn2c1=O	-6%	-6%	-9%
NS(=O)(=O)c1ccc(CCNc2ncnc3c2c(-c2ccccc2)cn3-c2ccc(F)cc2)cc1	-19%	-5%	12%
N#Cc1c(C(F)(F)F)cc(-c2cccs2)nc1SCc1ccccc1F	-13%	0%	nt
COc1ccc(C)cc1S(=O)(=O)Nc1cccc(-c2cn3cccnc3n2)c1	0%	-12%	-17%
CC1CCCC(NC(=O)CSc2n[nH]c(=O)n2Cc2ccccc2)C1C (stereo not given)	13%	-2%	nt
COc1ccc(N2CCN(C(=O)CCNS(=O)(=O)c3cccs3)CC2)cc1	0%	-2%	25%
OCCCCNc1cccc2ccccc12	1%	-29%	1%
CCCn1c(N)c(N(CCOC)C(=O)c2cccc(Cl)c2)c(=O)[nH]c1=O	12%	0%	0%
COc1ccc(CCNC(=O)CCC(=O)N2CCOc3ccc(Cl)cc32)cc1OC	0%	-6%	-5%
CCC(C)NC(=O)C1=CCN(S(=O)(=O)c2ccc(C)cc2)CC1 (stereo not given)	4%	-25%	-4%
COC(=O)c1ccc(C(=O)NC2CCSc3ccccc32)cc1 (stereo not given)	-9%	-8%	-4%
Cc1cc2c(C)nc(-c3ccccc3)nc2o1	-9%	-8%	4%
COc1ccc(N(CC(=O)N/N=C/c2cccnc2)S(=O)(=O)c2ccc(C)cc2)cc1OC	-2%	-5%	8%
Cc1ccc(-c2cn(CCN)c(-c3ccncc3)n2)cc1	-15%	1%	-17%
O=C(NC(=S)Nc1cccnc1)c1cccc(Br)c1	-1%	-1%	-9%
O=C(O)C1CCCCC1C(=O)Nc1ccc2c(c1)OCCO2 (stereo not given)	-11%	-11%	-27%
CCOC(=O)C1(Cc2ccc(OC)cc2)CCN(C(=O)CN2CCCCC2=O)CC1	-9%	11%	0%
COCCOC(=O)/C(C#N)=C/c1cn(Cc2ccccc2)nc1-c1cccnc1	8%	-6%	3%
CCOC(=O)C1(CC)NC(c2ccc(OC)cc2OC)C2C(=O)N(C)C(=O)C21 (stereo not given)	1%	4%	1%
CCC1Oc2ccc(C)cc2N(CC(=O)NCCCN2CCCC2)C1=O (stereo not given)	-17%	0%	-2%
COC(=O)c1ccc(-c2nc(CN3CCN(Cc4cccc(C)c4)CC3)c(C)o2)cc1	-20%	1%	-3%
CCOC(=O)C1=C(CN2CCN(c3ccc(F)cc3)CC2)NC(=O)NC1c1cccs1 (stereo not given)	-3%	-2%	-1%[2.35 µM]
C=CCn1c(SCc2ccc(C(=O)NCCO)cc2)nc2ccccc2c1=O	10%	3%	1%
Cc1cc(C)c(C)c(S(=O)(=O)N2CCN(c3ncnc4ccccc34)CC2)c1C	-18%	-19%	nt
Cc1cc2nn(-c3ccc(Cl)cc3)nc2cc1NC(=O)C(C)C	15%	0%	nt
CO/N=C/c1c(-c2ccc(Cl)cc2)nc2cc(C)ccn12	-14%	-5%	25%
CCCN1C(=O)/C(=C/c2ccc(C)o2)SC1=Nc1ccc(OC)cc1	-3%	-1%	0%
COc1ccc(C(=S)N2CCN(c3cccc(Cl)c3)CC2)cc1	-2%	-6%&-20%	-7%&16%
O=C(Nc1ccccc1N1CCOCC1)c1cccc2c(Br)cccc12	6%	-7%	-10%
COc1ccc(C(=S)Nc2ccc(N(C)C)cc2)cc1	-4%	-5%	0%
CCCCCC(=O)N1CC2(CC(c3cccc(NC(=O)CC(c4ccccc4)c4ccccc4)c3)=NO2)C[C@@H]1C(N)=O (stereo not given in full)	?	-10%	-15%
Cc1ccc(NS(=O)(=O)c2cc(C(=O)Nc3cccnc3)ccc2C)cc1	7%	-6%	-7%
O=C(O)C1CC1C(=O)Nc1nc2c(Cl)cccc2s1 (stereo not given)	-3%	-14%	0%
CCOC(=O)C1=C(N)N2C(=O)C(C)SC2=C(C(=O)OC)C1c1ccccc1OC (stereo not given)	-16%	-5%	21%
Cc1c(C(=O)C(=O)N2CCCc3ccccc32)c2ccccc2n1C	-3%	-18%	-2%
C=CCNC(=S)NC(CC(=O)OC)c1ccc2c(c1)OCO2 (stereo not given)	17%	-7%	3%
CCOC(=O)c1ccccc1NC(=O)NCc1cccn1Cc1ccc(F)cc1	11%	-2%	nt
